GalR3 antag = blocks the human galanin receptor 3. 360,000 tested, 0.44% active. O60755. HEK293 GalR3-CNG cAMP membrane potential fluorescence; galR3 body fused to GalR1 C-terminus. inhibition, % at 3 µM;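 active means inhibition above the screen-wide average plus 3 SD, cut at about 13% in these data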;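 further: forskolin and galanin both at EC90 stimulate the cells; cAMP rise reported by CNG channel membrane potential dye signal; 0% = forskolin plus galanin with DMSO and 100% = forskolin alone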
Target sequence (O60755 1-299 limits assumed): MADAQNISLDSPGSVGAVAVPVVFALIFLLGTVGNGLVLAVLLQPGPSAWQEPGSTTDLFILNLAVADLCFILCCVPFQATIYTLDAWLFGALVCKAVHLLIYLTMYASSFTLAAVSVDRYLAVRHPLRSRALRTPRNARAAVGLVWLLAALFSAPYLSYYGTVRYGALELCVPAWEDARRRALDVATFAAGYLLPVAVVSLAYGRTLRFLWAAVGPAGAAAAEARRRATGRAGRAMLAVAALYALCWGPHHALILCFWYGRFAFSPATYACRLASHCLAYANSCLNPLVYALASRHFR
* marks the source's active call; other numbers are inactive results.

GalR3 antag | SMILES
-6 | CC(CNC(=O)CC[C@H]1O[C@@H](n2ccc(=O)[nH]c2=O)[C@H](O)[C@@H]1O)c1ccccc1 (stereo partly specified)
-3 | COc1cccc(C(NC(C)=O)c2nc(-c3csc4ccccc34)cs2)c1 (stereo unspecified)
-7 | C#CC1(O)CCC2C3CCc4cc(O)cc(C)c4C3CCC21C (stereo unspecified)
-5 | CC(=O)N1CCN(c2cc(-c3ccccc3)nc3cc(-c4cccc(Cl)c4)nn23)CC1
-3 | O=C(NCc1ccccc1)c1cc(C2COCCN2C(=O)c2ccc3c(c2)CCO3)on1 (stereo unspecified)
1 | C=C(C)C(=O)N1CCN(C(=O)C(=C)C)c2ccccc21
-6 | CC(=O)C[C@@H]1OC[C@H](C)N1S(=O)(=O)c1ccc(C)cc1
-1 | O=C(NC1CCCC1)C1c2ccccc2OCC(=O)N1Cc1ccco1 (stereo unspecified)
-6 | O=C(Nc1ccccc1N1CCCCC1)c1ccc([N+](=O)[O-])o1
-2 | O=C(OCc1cc(=O)n2ccsc2n1)c1ccc(OC(F)F)cc1
0 | Cc1ccc(S(=O)(=O)N2CCCCC2)cc1NS(=O)(=O)c1ccc(Cl)c(C(=O)O)c1
-5 | CCOC(=O)C(=Cc1ccc2c(c1)OCO2)c1ccccc1
2 | CCN(c1ccccc1)S(=O)(=O)c1cccc(C(=O)NCCOc2ccccc2OC)c1
-7 | Cc1nc2cc(NC(=O)C3(C)CCCN(C(C)C)C3)ccc2o1 (stereo unspecified)
-4 | c1ccc2c(c1)nnn2-c1ccncc1
-4 | Cc1ccc(C(=O)OCC(=O)c2ccc(CC(=O)N3CCOCC3)s2)c(C)c1
-6 | CC(C)[C@H](NC(=O)c1ccc(Cl)cc1)C(=O)Nc1cccc(S(=O)(=O)N2CCOCC2)c1
-1 | O=S(=O)(c1ccccc1)N1CC2CC(Br)C(Br)CC21 (stereo unspecified)
1 | CC(=O)Nc1cccc(-c2ccnc3c2CC(C(=O)Nc2cccc(OC(F)(F)F)c2)O3)c1 (stereo unspecified)
-6 | CCOC(=O)[C@]12CCCC=C1N(CCC1=CCCCC1)C(=O)[C@H](CC(=O)NCc1cccs1)C2
-7 | Cc1cc(Br)ccc1NC(=O)CN(C)C(=O)c1ccccc1OCc1c(C)noc1C
-5 | COc1cc([N+](=O)[O-])c(C)cc1NC(=O)c1ccc(OC)c(OC)c1
-1 | CCCCNC(=O)C1(C)CCC(=O)N1C1CC1 (stereo unspecified)
-7 | CCOC(=O)C1=CN(Cc2cccc(Br)c2)S(=O)(=O)N(CC)C1C (stereo unspecified)
2 | O=C1NC[C@@H](CCCCN2CCN(CC3CCCCC3)C(=O)C2=O)N(CCC2CCCCC2)C1=O
-7 | Cc1ccc(S(=O)(=O)/N=C2\C=C(NS(=O)(=O)c3ccc(C)cc3)C(=O)c3ccccc32)cc1
-2 | FC(F)(F)Oc1ccccc1C(c1nnnn1C1CCCCC1)N1CCN(C/C=C/c2ccccc2)CC1 (stereo unspecified)
-3 | CC(C)[C@H](NS(=O)(=O)c1ccc(F)cc1F)C(=O)N1CCC[C@H]1C(=O)NCc1ccccc1
-3 | COc1cc(Cl)ccc1OCc1cc(C(=O)N2CCN(C)C(=O)[C@@H]2C)no1
-1 | Cc1coc2c(C)c3oc(=O)c(CCC(=O)N[C@H](C(=O)O)C(C)C)c(C)c3cc12
-5 | CS(=O)(=O)N1Cc2cc(C(=O)NCC3CC3)nc(-c3cccc(-c4cccnc4)c3)c2[C@@H]1CCO
-9 | COc1ccccc1CNc1nc(-c2ccccc2CO)c2sccc2n1
-5 | O=C1NC[C@H](CCCCN2CCN(CCc3ccccc3)C(=O)C2=O)N(CC2CCCCC2)C1=O
1 | CCn1c2ccccc2nc2cc3c(cc21)c(Cl)c(=O)c1ccccc13
0 | O=C(Nc1nc(-c2ccc3c(c2)OCCO3)cs1)c1ccc(Br)o1
-3 | C[n+]1c2cc(N)ccc2cc2ccc(N)cc21
-6 | OCCNc1ncnc2c1ncn2[C@H]1CN(Cc2cccs2)C[C@@H](CO)O1
2 | CC(Sc1nnc(NC2CC2)s1)C(=O)Nc1ccc(N2CCOCC2)cc1 (stereo unspecified)
-5 | CCN(c1ccccc1)S(=O)(=O)c1ccc(Cl)c(NC(=O)CN(C)Cc2cccc(F)c2)c1
-2 | Cc1ccc(F)cc1NC(=O)COC(=O)C1CC2CCCC(C1)C2=O (stereo unspecified)
-4 | CCCCCCCCN1C(=O)[C@H](CC(=O)NCCc2ccccc2OC)C[C@@]2(C(=O)OCC)CCC=C12
-9 | CC(C)(C)c1ccc(NC(=O)c2cc(C3CCCN(S(=O)(=O)c4cccc5cccnc45)C3)on2)cc1 (stereo unspecified)
-3 | COC(=O)c1cc2c(n(Cc3ccccc3)c1=O)CCCC2=O
1 | NC(Cc1ccc(C(F)(F)F)cc1)c1csc(Nc2ccc(C(=O)c3ccccc3)cc2)n1 (stereo unspecified)
-2 | O=C(COC(=O)C1CC1)Nc1cccc(Cl)c1
-5 | Oc1ccc2ccccc2c1CN1CC2CCC(CC2)C1
-5 | Nc1ccn([C@@H]2O[C@H](C(=O)N[C@H](Cc3ccccc3)C(=O)N3CCC(F)(F)CC3)[C@@H](O)[C@H]2O)c(=O)n1
-6 | C[C@H](CO)N1C[C@H](C)[C@@H](CN(C)S(=O)(=O)c2ccc(C#N)cc2)OCc2cn(nn2)CCCC1=O
-5 | CCOc1ccc(N2CC(C(=O)NCCN3C(=O)S/C(=C/c4cccnc4)C3=O)CC2=O)cc1 (stereo unspecified)
-4 | C[C@H](CO)N1C[C@H](C)[C@H](CN(C)Cc2ccc(F)cc2)Oc2ncc(Br)cc2C1=O

2 entries from above, as labelled records.
smiles: C[C@H](CO)N1C[C@H](C)[C@H](CN(C)Cc2ccc(F)cc2)Oc2ncc(Br)cc2C1=O
  GalR3 antag: -4
smiles: CCn1c2ccccc2nc2cc3c(cc21)c(Cl)c(=O)c1ccccc13
  GalR3 antag: 1

More records:
GalR3 antag | SMILES
-7 | Cc1ccc(NS(=O)(=O)c2cccc(C(=O)NC3CCN(Cc4ccccc4)CC3)c2)cc1
0 | CC(C)CN1C(=O)c2ccccc2C1c1nnnn1-c1ccc2c(c1)OCCO2 (stereo unspecified)
-6 | O=C(COC(=O)c1cc([N+](=O)[O-])ccc1N1CCOCC1)NCc1ccccc1
-5 | CCc1c(-c2cccc(Cl)c2)ncn1Cc1cccc(-c2ccccc2)c1
2 | COc1ccc(-c2ccc(CN3C(CC(C)C)C(=O)N(Cc4cn(CCC5OCCO5)nn4)CCS3(=O)=O)cc2)cc1OC (stereo unspecified)
-3 | CCN(CC(=O)Nc1c(F)cccc1F)C(=O)CCCSc1nc2ccccc2[nH]1
-5 | CCOC(=O)[C@@H](NC(=O)CC[C@H]1O[C@@H](n2ccc(=O)[nH]c2=O)[C@H](O)[C@@H]1O)C(C)C
-6 | COCCN(CCOC)Cc1cc(=O)oc2ccc3ccccc3c12
-7 | COc1cccc(C(=O)N2CCC2(C)C(=O)NC(C)C)c1 (stereo unspecified)
-4 | O=C(COc1ccccc1O)NC1CCCC1
4 | COCCCN1C(=O)C(CC(=O)NCCc2ccccn2)CC(C(=O)N(C(C)C)C(C)C)=C1C (stereo unspecified)
-5 | CCCCn1c(N)c(N(CCOC)C(=O)CCNC(=O)NC23CC4CC(CC(C4)C2)C3)c(=O)[nH]c1=O
-7 | CC(Sc1nnc(-c2ccccc2F)n1C)C(=O)Nc1ccc(N2CCOCC2)cc1 (stereo unspecified)
0 | CCCCn1nnnc1C(c1cc2ccccc2o1)N1CCCC1 (stereo unspecified)
1 | CCC1(c2ccc(OC)cc2)NC(=O)N(CC(=O)N2CCc3ccccc32)C1=O (stereo unspecified)
1 | COc1cccc(-c2cnc3cccnn23)c1
-2 | O=C(NCc1cccc(C(F)(F)F)c1)c1csc([C@H]2C[C@H](O)[C@@H](CO)O2)n1
-5 | CCOC(=O)C1=CNS(=O)(=O)NC1c1ccc(OC(C)=O)cc1 (stereo unspecified)
-4 | O=C(C[C@H]1CC[C@H]2[C@@H](COC[C@@H](O)CN2C(=O)c2cnccn2)O1)NCc1ccc(Oc2ccccc2)cc1
-4 | Nc1ncc(C(=O)O)c(-c2ccccc2)n1
-9 | Cc1ccc2nc(-c3ccc(C#N)cc3)c(Cc3cccc(Cl)c3)n2c1
-4 | COc1ccccc1N(CC(=O)Nc1ccc(Br)cc1F)S(=O)(=O)c1cccs1
0 | Cc1noc(C)c1NC(=O)N(C)C[C@H]1OCc2cnnn2CCCC(=O)N([C@H](C)CO)C[C@H]1C
-4 | Cc1nc2c(OCc3ccc(C(F)(F)F)cc3)cccn2c1N(C)CC1CC1
-7 | O=C(c1cccc(Cl)c1)N1CCC2CC1c1cc(-c3ccccc3)ccc12 (stereo unspecified)
-8 | CSc1ccc(CN2CCC(C)(Oc3ccc(-n4ccnc4)cc3)C2)cc1 (stereo unspecified)
-3 | Cc1c(C(=O)NCc2ccccc2C(F)(F)F)sc(=O)n1Cc1cccc(C(F)(F)F)c1
2 | CC(C)NC(=O)C1(N2C(=O)c3ccccc3C2=O)CCCC1
0 | CCCCN(C(=O)c1cc(S(=O)(=O)N2CCCCC2)ccc1Cl)c1c(N)n(CC(C)C)c(=O)[nH]c1=O
-1 | CCCN1C(=O)c2n[nH]c(C)c2C1c1ccc2c(c1)OCO2 (stereo unspecified)
-6 | C[C@H]1CN([C@@H](C)CO)C(=O)CCCn2cc(nn2)CO[C@@H]1CN(C)S(=O)(=O)c1ccc(F)cc1
-6 | CCCCn1nnnc1C(c1ccccc1)N1CCN(C(=O)c2ccco2)CC1 (stereo unspecified)
-6 | CC1(C(=O)Nc2ccc(Cl)c(Cl)c2)CCN1CCc1ccccc1 (stereo unspecified)
-1 | CC(Sc1ncccn1)C(=O)N1CCc2ccccc21 (stereo unspecified)
1 | COc1ccc(CNC(=O)O[C@H]2Cn3c(=O)ccc(=O)n3[C@@H]3CN(S(=O)(=O)c4ccc(C)cc4)C[C@]23O)cc1OC
-2 | Cn1c(=O)c2cc(NC(=O)Cc3cccnc3)ccc2n1-c1ccc2ccccc2c1
-8 | O=C(c1[nH]c(C(F)(F)F)nc1-c1ccccc1)N1CCN(c2ccccn2)CC1
-3 | Cc1ccc(Cc2ccccc2C(=O)O)cc1
-4 | COc1ccc(Cl)cc1NS(=O)(=O)c1cccc(C(=O)NCCCN2CCOCC2)c1
-3 | COc1ccc(-c2cccc(CCC(=O)N3CCN(c4cc(C)ccc4C)CC3)c2)cc1
-5 | O=C(NCc1ccccc1)[C@H]1CCCN1C(=O)[C@H]1CCCN1C(=O)c1ccc(F)c(C(F)(F)F)c1
-8 | CC(=O)N1N=C(c2ccc(Br)cc2)CC1c1cccc([N+](=O)[O-])c1 (stereo unspecified)
-3 | CC(CN1CCN(CC(C)C(=O)c2ccccc2)CC1)C(=O)c1ccccc1 (stereo unspecified)
-3 | O=C(CNCc1ccc(Cl)cc1)Nc1cc(S(=O)(=O)N2CCCC2)ccc1Cl
-9 | O=C1NC[C@H](Cc2ccccc2)N(C[C@@H]2CCCN2C[C@H](Cc2ccc(O)cc2)N2C[C@H](Cc3ccc(O)cc3)N(CC3CCCCC3)C(=O)C2=O)C1=O
-5 | O=[N+]([O-])c1ccc(CC(Cl)c2ccccn2)cc1 (stereo unspecified)
-6 | NC1=NC2(CS1)CSC(N)=N2
3 | Cc1nc2ccc(C(=O)N(C)Cc3ccccc3)cn2c1N(C)C(=O)CCc1ccccc1
-8 | N#Cc1ccc(S(=O)(=O)N2CCCc3nc(-c4ccccc4)ccc32)cc1
0 | O=C(NCCCn1ccnc1)c1[nH]c(C(F)(F)F)nc1-c1ccccc1

Ordered by SMILES length (high to low): four of the compounds above
GalR3 antag | SMILES
-9 | O=C1NC[C@H](Cc2ccccc2)N(C[C@@H]2CCCN2C[C@H](Cc2ccc(O)cc2)N2C[C@H](Cc3ccc(O)cc3)N(CC3CCCCC3)C(=O)C2=O)C1=O
-6 | C[C@H]1CN([C@@H](C)CO)C(=O)CCCn2cc(nn2)CO[C@@H]1CN(C)S(=O)(=O)c1ccc(F)cc1
-1 | CCCN1C(=O)c2n[nH]c(C)c2C1c1ccc2c(c1)OCO2 (stereo unspecified)
-1 | CC(Sc1ncccn1)C(=O)N1CCc2ccccc21 (stereo unspecified)

The list goes on.
GalR3 antag | SMILES
-2 | CC12CC3CC1C(C(=O)O2)C3C(=O)O (stereo unspecified)
-1 | CCOC(=O)C1=C(C(=O)OCC)C2N(Cc3ccc(C#N)cc3)c3ccccc3[C@@]23C[C@@H](C(=O)OC)N(S(=O)(=O)c2ccc(OC)cc2)C3=N1 (stereo partly specified)
-2 | COC(=O)C1=C(C)N(Cc2ccc(C(F)(F)F)cc2)C(=NCc2ccc(OC)cc2)NC1c1ccccc1 (stereo unspecified)
-7 | Cc1c(C(=O)NCc2ccc3c(c2)OCCO3)sc(=O)n1Cc1cccc(C(F)(F)F)c1
-7 | C#CCN(Cc1ccco1)C(=O)c1nnc2c3ccccc3n(S(=O)(=O)c3ccc(C)cc3)c2n1
-8 | CCOC(=O)[C@]12CCCC=C1N(Cc1ccc(Cl)cc1Cl)C(=O)[C@H](CC(=O)NCc1cccc(C(F)(F)F)c1)C2
-10 | O=C(Oc1cccc2c(O)cccc12)c1ccccc1Cl
-3 | Cc1ccc(S(=O)(=O)NC(=O)C2(C)CCN2C(=O)Cc2ccc(Cl)cc2Cl)nc1 (stereo unspecified)
-4 | Cc1cc2nc(C(C)(C)C)c(Cc3cccc(Cl)c3)n2c(C)c1Br
-8 | COC(=O)[C@]12C[C@H](CC(=O)NCc3ccc(C)o3)C(=O)N(Cc3ccc4c(c3)OCO4)C1=C[C@H](C(C)(C)C)O[C@@H]2C
-7 | CCOC(=O)[C@H]1[C@H]2COc3ccc(Br)cc3[C@H]2N2C(=O)CN(Cc3ccc(Cl)cc3)C(=O)[C@@]12C
-7 | Clc1cccc(Cc2c(-c3ccccc3)nc3c4ccccc4ccn23)c1

Three of the compounds above, field by field.
O=C(COc1ccccc1O)NC1CCCC1
  GalR3 antag = -4

CCN(c1ccccc1)S(=O)(=O)c1cccc(C(=O)NCCOc2ccccc2OC)c1
  GalR3 antag = 2

Cc1ccc(F)cc1NC(=O)COC(=O)C1CC2CCCC(C1)C2=O (stereo unspecified)
  GalR3 antag = -2

High-throughput results from PubChem BioAssay.

Not all compounds are listed. The share of hits here may be higher or lower than overall.
